CHOP inh: inhibitors of CHOP promoter induction, primary screen, cell-based, unfolded protein response, luciferase reporter; AID 2732, 2010; CHO-K1 CHOP-promoter luciferase, tunicamycin-induced, 15-18 h; inhibition, % at 10 µM; 3.8% of 220,000 active;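 active = compounds that reduced the stress-induced luciferase reporter signal by more than about 70% of percent inhibition, limit read from the data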;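 note: 0% = tunicamycin plus vehicle and 100% = wells without tunicamycin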
PPC-1+TRAIL kill: compounds killing PPC-1 cancer cells with TRAIL present, primary screen, TRAIL potentiator project, ATPLite luminescence, uHTS. cell killing (% activity), % at 4 µM. 0.41% of 220,000 active. PPC-1 cells + TRAIL, ATPLite viability luminescence;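 active = cell killing above 50% in the first pass at 4 µM, then a duplicate retest at 5 µM averaging 50% or more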;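 note: plate controls were cells with TRAIL plus DMSO for no effect and medium-only wells lacking cells for full effect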
zfTRPN1 agonist: zebrafish TRPN1 channel agonists, primary screen, cell-based, HEK293, calcium fluorescence. HEK293 zebrafish TRPN1-YFP, Fluo-8 calcium fluorescence; 100% = response to 87 µM carbachol. 0.18% of 220,000 active. activation, % at 3 µM. transient receptor potential cation channel N1 (TRPN1/NompC), Danio rerio;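 active = activation above its plate's cutoff, the mean activation of test wells on that plate plus 3 SD, cut at about 19% in these data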;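 note: 0% = DMSO alone and 100% = 87 µM carbachol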
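System: zebrafish TRPN1-YFP in HEK293 cells / Dosing: 3 µM single point / Timing: dye loading 1 h at 37 °C, then 30 min room temperature / Signal: Fluo-8 calcium fluorescence, excitation 470-495 nm, emission 515-575 nm / Read-out basis: percent activation from peak over basal fluorescence ratio, control-normalized / Control set: high carbachol 87 µM, low DMSO alone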
14-3-3 Bad inh: inhibitors of 14-3-3 zeta/Bad binding, primary screen, biochemical, TR-FRET, bovine 14-3-3 zeta. 14-3-3 protein zeta/delta (Bos taurus), P63103. TR-FRET 14-3-3zeta/Dy647-pBad peptide displacement, 1 h. inhibition, % at 21.7 µM. 0.71% of 220,000 active;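 active = inhibition above about 70%, limit read from the data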;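 note: 0% = full 14-3-3 plus peptide FRET controls and 100% = background without 14-3-3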
Target sequence (P63103 whole entry, looked up): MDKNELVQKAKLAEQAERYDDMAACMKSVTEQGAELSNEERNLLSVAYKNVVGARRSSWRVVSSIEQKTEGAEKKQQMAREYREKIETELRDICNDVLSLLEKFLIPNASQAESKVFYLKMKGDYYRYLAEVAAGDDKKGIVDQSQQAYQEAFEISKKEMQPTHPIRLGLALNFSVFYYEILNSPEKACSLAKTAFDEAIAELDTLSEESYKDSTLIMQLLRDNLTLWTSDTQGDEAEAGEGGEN
EP2 mod: EP2 receptor modulators, cAMP readout, primary screen, cell-based, HTRF cAMP, PGE2 stimulation. EP2-expressing cells, cAMP HTRF FRET, PGE2 co-stimulation. induction, % at 25 µM. Prostaglandin E2 receptor EP2 subtype (Homo sapiens), P43116. 0.83% of 260,000 active. AID 940, 2007;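 active = compounds whose cAMP rise, as percent of the full-agonist control response, exceeds 60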;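 note: rat C6 glioma line stably carrying human EP2 under a CMV promoter; the protocol text gives 20 µM as final concentration; 100% = response of wells given 1 µM PGE2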
Target sequence (P43116 whole entry, looked up): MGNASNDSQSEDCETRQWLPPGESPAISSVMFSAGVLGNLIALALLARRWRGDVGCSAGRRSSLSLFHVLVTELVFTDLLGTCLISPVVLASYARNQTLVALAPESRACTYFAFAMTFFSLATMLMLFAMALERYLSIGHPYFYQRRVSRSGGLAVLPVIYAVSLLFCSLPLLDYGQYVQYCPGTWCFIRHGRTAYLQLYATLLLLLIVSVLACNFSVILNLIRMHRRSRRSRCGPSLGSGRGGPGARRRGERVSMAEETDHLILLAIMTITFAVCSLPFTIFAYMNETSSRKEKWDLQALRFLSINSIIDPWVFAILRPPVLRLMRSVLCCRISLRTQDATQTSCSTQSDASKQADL
NPY Y1 blocker: NPY-Y1 receptor antagonists, primary screen, cell-based. Neuropeptide Y receptor type 1 (Homo sapiens), P25929. 1% of 200,000 active. inhibition, % at 3.6 µM. AID 1040, 2008. HEK293-CNG Y1 cells, membrane potential fluorescence; NPY at EC95, then isoproterenol;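 active = inhibition above the campaign mean inhibition of all tested compounds plus 3 SD, cut at about 20% in these data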;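 note: 0% = DMSO wells given NPY plus isoproterenol and 100% = isoproterenol alone without NPY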
Target sequence (P25929 whole entry, looked up): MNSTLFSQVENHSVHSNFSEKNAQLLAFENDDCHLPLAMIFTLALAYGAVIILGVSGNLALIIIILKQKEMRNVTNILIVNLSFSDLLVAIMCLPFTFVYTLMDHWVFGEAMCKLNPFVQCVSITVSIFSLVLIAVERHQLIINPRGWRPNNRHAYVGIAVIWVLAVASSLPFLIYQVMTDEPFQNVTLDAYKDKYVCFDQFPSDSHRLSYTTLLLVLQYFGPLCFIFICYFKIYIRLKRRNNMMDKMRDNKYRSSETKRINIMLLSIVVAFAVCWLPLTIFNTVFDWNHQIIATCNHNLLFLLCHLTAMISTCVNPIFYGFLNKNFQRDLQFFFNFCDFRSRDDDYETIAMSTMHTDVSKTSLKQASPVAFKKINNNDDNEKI
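Test system – HEK293 Y1/CNG channel cell line · Also added – NPY agonist 25 nM, then isoproterenol 1 µM plus Ro 20-1724 25 µM · Compound dosing – one concentration, 3.6 µM, in 0.4% DMSO · Schedule – compound incubation 1 h at room temperature, readout 45 min post-stimulation · Technique – fluorescence, membrane potential probe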
TRPML3 ag: human TRPML3 channel agonists, primary screen, cell-based, HEK293 TRPML3-YFP, Fluo-8 calcium fluorescence, 3 µM; 100% = the carbachol control signal; Mucolipin-3 (Homo sapiens), Q8TDD5; activation, % at 3 µM; 0.29% of 220,000 active;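 active = activation above its plate's cutoff, the mean activation of the plate's test wells plus 3 SD, cut at about 12% in these data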;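 note: 0% = DMSO only wells and 100% = carbachol wells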
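Material: TRPML3-YFP stable HEK293 cells | Dosing: One concentration, 3 µM nominal, 0.3% DMSO | Timing: 125 s total fluorescence read per well | Technique: Fluo-8 calcium dye fluorescence, ex 470-495, em 515-575 nm | Measure: Percent activation from peak-to-basal fluorescence ratio, scaled between DMSO and carbachol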
EP2 antag: human EP2 receptor antagonists, primary screen, TR-FRET cAMP, C6 glioma cells; 0.52% of 260,000 active; inhibition, % at 25 µM; C6 glioma cells expressing human EP2; cells stimulated with saturating PGE2;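 active = percent inhibition above 40 after rounding to a whole number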;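 note: rat C6 glioma host cells with rolipram phosphodiesterase inhibitor present; the protocol text gives 20 µM as final concentration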
NPY-Y1 PAM-ag: NPY-Y1 receptor potentiators or agonists, primary screen, cell-based | NPY-Y1 expressing cells, potentiator/agonist activation | activation, % at 3.6 µM | 0.37% of 220,000 active | AID 1304, 2008; in the data active = activation above about 33%, passing the limit was not always enough;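 note: cells stimulated with NPY at EC10 then isoproterenol at EC100; 0% = low agonist plus stimulus and 100% = saturating agonist plus stimulus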
* marks the source's active call; other numbers are inactive results; · = no result given; & = joins results of further samples; [ ] = dose if it differs, or a comment.

SMILES	CHOP inh	PPC-1+TRAIL kill	zfTRPN1 agonist	14-3-3 Bad inh	EP2 mod	NPY Y1 blocker	TRPML3 ag	EP2 antag	NPY-Y1 PAM-ag
COc1ccc(Br)cc1S(=O)(=O)n1ccnc1	15.0	28.5	-0.6	-6.6	4.5	2.8	0.5	3.9	12.8
COc1cc(/C=C2/C(=N)N3C=CSC3=NC2=O)ccc1OCCCOc1cc(C)ccc1C	34.3	21.8	-0.9	9.5	-26.9	2.4	-1.2	1.3	8.9
COc1ccc(Nc2cc(C(=O)N3CCc4ccccc4C3)c3ccccc3n2)c(OC)c1	47.9	3.4	-1.4	-8.8	20.1	-8.1	-0.2	5.2	10.1
CN(C)S(=O)(=O)c1cc(NC(=O)CN2CCNC(=O)C2)ccc1Cl	-1.1	6.9	1.1	-15.4	7.0	0.9	0.7	6.0	17.2
O=C(CSC1=NCCS1)NCc1ccco1	14.1	-7.5	0.8	0.1	-5.4	5.3	-0.3	12.8	-16.8
COCCn1c(N2CCN(c3ccccc3)CC2)nc2c1c(=O)n(C)c(=O)n2C	-14.6	-9.4	1.0	0.4	-64.8&7.2	6.8	1.2	2.6&11.9	11.4
Cc1ccc2c(c1)c(C)c(C)n2CC(O)Cn1nnc2ccccc21 (configuration not stated)	83.7*	11.9	1.7	5.0	-21.6	0.7	0.1	9.2	-0.3
C#CCOCCOCCOCCNc1nc(N2CCN(C(=O)[C@H]([C@@H](C)CC)n3cc([C@@H](N)Cc4ccc(O)cc4)nn3)CC2)nc(N2CCN(C(=O)[C@H](Cc3ccc(O)cc3)n3cc([C@@H](N)CC(C)C)nn3)CC2)n1	0.3	-4.8	0.9	3.7	3.6	7.9	1.0	6.5	-4.7
Cc1ccc(N2C(=O)CC(Cc3cccc(C)c3)C2=O)cc1 (configuration not stated)	14.7	11.8	-1.2	-7.8	20.8	-3.0	0.1	10.9	3.3
O=C(Nc1ccccc1NC(=O)c1c(F)c(F)c(F)c(F)c1F)c1c(F)c(F)c(F)c(F)c1F	76.9*	-15.7	0.4	-0.8	-32.8	-6.4	0.2	11.2	-24.2
O=C(O)c1ccccc1SC1CC(=O)N(c2cccc3ccccc23)C1=O (configuration not stated)	-22.7	30.5	-0.6	1.3	8.9	·	0.1	3.9	-0.9
Cc1ccc(-c2cc(C(F)F)nc(NCC3CCCO3)n2)cc1 (configuration not stated)	85.7*	-0.6	1.6	·	-39.0	2.9	-0.8	3.2	-17.3
CCN1CCN(S(=O)(=O)c2ccc(Br)s2)CC1	9.9	7.1	-0.2	-13.4	12.8	4.0	0.8	9.1	-17.6
COc1ccc2nc(-c3ccc(N)cc3)[nH]c2c1	54.5	25.4	0.5	4.6[fluorescence artefact?]	-49.1	5.4	0.6	16.6	-8.2
CCOC(=O)C(NC(=O)NCc1ccc(F)cc1)(OCC)C(F)(F)F (configuration not stated)	60.6	-2.5	-1.8	-4.5[fluorescence artefact?]	17.2	-0.4	-0.1	3.6	18.7
NC(=O)Cn1nnc(-c2ccc(C(F)(F)F)cc2)n1	-2.0	-10.2	-0.1	-5.7[fluorescence artefact?]	-1.1	-0.7	0.4	5.2	-13.9
CCOC(=O)C1C(=O)CC(C)(O)C(C(=O)OCC)C1c1ccc(OCC)cc1 (configuration not stated)	-1.9	48.1	-0.8	-7.8	10.2	10.4	-0.3	8.2	1.8
NNC(=O)CNC(c1ccccc1)c1cc(Br)ccc1NC(=O)c1ccccc1Br (configuration not stated)	-3.3	-5.8	0.7	-1.2[fluorescence artefact?]	-5.1	1.5	-0.6	7.7	-4.7
O=C(NCCc1ccccc1)N1c2ccccc2Sc2ccccc21	20.0	25.7	-1.8	-9.7	54.0	-0.7	-1.3	26.4	-4.8
COc1ccc(Cl)cc1NC(=O)CCNC(=O)OCc1ccccc1	-10.9	19.1	-0.6	-10.0	-53.3	-1.3	0.0	2.4	-1.1
COC(/C=C/Nc1ccc(C)c(C)c1)=C(C#N)C#N	-38.8	14.0	-0.4	4.6	-9.6	6.4	0.3	-2.1	-21.0
O=[N+]([O-])c1ccc(C2=NN(c3ccccc3)C(c3ccco3)C2)cc1 (configuration not stated)	5.3	-5.7	24.1*	3.9	8.4	·	12.0*	8.6	11.9
CCOC(=O)/C(C#N)=C(/C)c1ccc(OC)cc1	-13.0	4.4	-0.8	-1.1	5.5	3.0	0.5	6.8	-9.2
OCCNc1nc2ccccc2n1CCN1CCCCC1	8.9	-3.2	-0.6	64.9[fluorescence artefact?]	-2.0	8.6	0.0	9.2	-15.5
O=[N+]([O-])c1ccc(C(=S)N2CCCC2)cc1	9.2	4.2	-1.3	-4.3	9.5	2.4	-0.4	8.2	7.3
Cc1cc2nc(SCC(=O)Nc3nonc3C)c3c(c2cc1C)CCCC3	48.8	0.4	1.2	2.9[fluorescence artefact?]	41.3	4.6	0.6	14.5	11.1
CSc1ccccc1N=Cc1nc(-c2ccccc2)oc1O	-26.5	22.1	0.4	-1.6[fluorescence artefact?]	60.6*	4.3	0.3	9.4	-25.1
O=C(NCc1ccccn1)c1cc(Br)ccc1Cl	-4.1	-1.1	-0.5	-8.4	-13.3	3.2	0.6	5.1	-1.7
COc1ccc(C2CC(c3ccccc3)=NN2C(=O)COC(=O)c2cccc(S(=O)(=O)N3CCOCC3)c2)cc1 (configuration not stated)	-10.1	11.2	1.1	3.5	15.6	1.4	1.3	4.1	-17.1
COc1cc(-c2cc(=O)c3c(O)cc(O)cc3o2)ccc1O	57.8	-9.7	0.7	-3.4	-32.4	-0.4	-0.8	13.6	-0.3
C=CCNC(=S)NC(=O)c1csc([N+](=O)[O-])c1	0.5	22.0	-2.3	-5.4	-48.1	·	-0.5	10.9	-3.6
Cc1noc(C)c1S(=O)(=O)NC1CCCc2ccccc21 (configuration not stated)	37.4	16.2	0.0	-1.1	0.3	1.9	-0.7	9.3	13.4
Cc1ccc(NC(=O)CC(O)(C(F)(F)F)C(F)(F)F)cc1	12.6	-18.0	4.6	-1.1	-11.1	-1.1	1.5	4.8	-3.4
COc1ccc(NC(=O)CN2CCN(CC(=O)Nc3ccccc3Cl)CC2)cc1Cl	-1.9	3.7	-0.6	8.2	-22.4	-1.9	-0.3	15.0	-4.1
c1ccc(-c2cnc(CSc3ncnc4sccc34)o2)cc1	54.6	-1.9	-2.2	4.7	-6.8	12.2	-0.8	3.4	13.4
Cc1ccc(S(=O)(=O)NCCC(c2ccccc2)c2ccccc2)cc1C(=O)O	-2.5	8.3	-0.1	-2.3	22.8	-0.5	-1.0	1.5	20.1
O=C(COc1ccccc1)N1CCN(C(=O)c2ccco2)CC1	32.2	-10.2	-0.8	6.5	10.2	2.4	0.0	10.6	10.6
Cc1cc(S(=O)(=O)NCC(C)C)ccc1OCC(=O)NCc1ccccn1	12.5	19.5	-1.1	4.1	19.1	0.3	0.2	6.7	-25.6
CCOc1cc(C(=O)NC(C)Cc2cccs2)cc(OCC)c1OCC (configuration not stated)	15.8	-10.2	-3.1	-0.6	-0.6	3.0	-0.1	13.1	-11.6
C=C(C)C1CC=C(C)/C(=N/NC(=O)COc2ccccc2C)C1 (configuration not stated)	56.7	4.8	0.3	-13.4[fluorescence artefact?]	-10.0	10.2	0.6	6.2	-8.8
O=C(OCC(=O)N1CCOCC1)c1ccc(Cl)nc1	19.0	-3.2	0.9	-7.2	16.0	3.2	-0.2	-3.6	-7.6
Cc1cc(NC(=O)CSc2nnnn2C)n(-c2ccccc2)n1	49.9	2.0	0.4	2.3[fluorescence artefact?]	23.0	2.1	0.7	19.7	0.7
Cc1ccccc1CC1(CO)CCCN(Cc2ccn[nH]2)C1 (configuration not stated)	30.1	-10.7	0.9	-8.0	19.3	4.9	0.3	9.2	-3.1
O=C(OC(C(=O)O)C(OC(=O)c1ccccc1)C(=O)NCc1ccccc1)c1ccccc1 (configuration not stated)	11.0	13.4	0.8	31.1	-1.8	5.3	0.1	3.7	-17.6
O=c1[nH]cnc2sc3c(c12)CCN(Cc1ccccc1)C3	14.8	18.3	1.8	-3.9	7.0	-3.7	1.5	4.9	-21.2
Cc1cccc(Cc2cnc(N3C(=N)SC(c4ccccc4)C3=O)s2)c1 (configuration not stated)	28.9	-10.1	-0.8	-3.5	13.2	-1.6	0.5	3.0	-7.8
CCOC(=O)C1=C(C)N(C)C(=O)NC1c1cc2c(cc1Br)OCO2 (configuration not stated)	2.4	-3.5	2.2	-3.6	19.4	-0.8	-1.1	6.5	5.3
COc1cc(C2C(C#N)=C(N)Oc3cc(O)ccc32)cc(OC)c1OC (configuration not stated)	·	29.9	-0.8	-9.8[fluorescence artefact?]	-3.3	-0.7	1.1	4.9	5.7
COc1ccc([N+](=O)[O-])cc1NCc1cccnc1	17.7	19.6	-1.3	-3.2	-13.6	-5.5	-0.4	10.3	13.9
CC(=O)N1CCN(c2ccc(NC(=O)c3ccc4c(c3)OCO4)cc2)CC1	20.4	4.4	0.7	22.6[fluorescence artefact?]	0.1&-13.4	7.5	0.4	3.0&13.1	4.9
COc1ccccc1/C=C/C(=O)NC(=S)NC(C)C	6.9	8.6	-1.5	-11.9	-27.0	3.4	-0.7	8.3	-19.7

Limited to 14-3-3 Bad inh, zfTRPN1 agonist and TRPML3 ag, for some of the entries so far:
canonical_smiles	14-3-3 Bad inh	zfTRPN1 agonist	TRPML3 ag
Cc1cccc(Cc2cnc(N3C(=N)SC(c4ccccc4)C3=O)s2)c1 (configuration not stated)	-3.5	-0.8	0.5
CCOC(=O)C1=C(C)N(C)C(=O)NC1c1cc2c(cc1Br)OCO2 (configuration not stated)	-3.6	2.2	-1.1
COc1cc(C2C(C#N)=C(N)Oc3cc(O)ccc32)cc(OC)c1OC (configuration not stated)	-9.8[fluorescence artefact?]	-0.8	1.1

Screens from PubChem BioAssay.

A portion of the library; the hit share may differ from the screen's.
